Bioassay records (PubChem BioAssay)
HIV Rev-RRE inh = HIV-1 Rev-RRE binding inhibitors, primary screen, biochemical, FRET, protein-RNA interaction. P05866. Rev peptide-RRE RNA binding. inhibition, % at 8 µM. 0.79% of 97,000 active. AID 704, 2007;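 active means inhibition above the screen-wide mean plus 3 SD, cut at about 35% in these data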;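 further: 0% = median DMSO wells and 100% = median Neomycin B control wells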
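Assay system: Labelled RRE RNA duplex and labelled Rev peptide | Times: 5 min preincubation and 15 min binding, 25 °C | Detection: FRET, ex 480 nm, em 540 and 671 nm | Evaluation: % inhibition of FRET ratio versus controls | Benchmarks: DMSO wells as 0% and neomycin B wells as 100% inhibition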
EphB4 antag = EphB4-ephrin-B2 interaction antagonists, primary screen, biochemical, TNYL-RAW peptide probe, fluorescence polarization. Ephrin type-B receptor 4 (Homo sapiens), P54760. EphB4 LBD / TNYL-RAW-Alexa532 peptide. inhibition, % at 7 µM. 0.15% of 97,000 active. AID 720, 2007;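 active means inhibition above the screen-wide mean inhibition plus 3 SD, cut at about 15% in these data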;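 further: 0% = DMSO wells and 100% = excess unlabeled TNYL-RAW peptide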
PLAP act = PLAP enzyme activators, biochemical, luminescence, HTS; purified PLAP enzyme, luminescent substrate read-out; stronger effect = higher value; activation fold at 20 µM; 1.2% of 96,000 active; AID 696, 2007; in the data active means activation fold above about 2
Target sequence (P05187 whole entry, looked up): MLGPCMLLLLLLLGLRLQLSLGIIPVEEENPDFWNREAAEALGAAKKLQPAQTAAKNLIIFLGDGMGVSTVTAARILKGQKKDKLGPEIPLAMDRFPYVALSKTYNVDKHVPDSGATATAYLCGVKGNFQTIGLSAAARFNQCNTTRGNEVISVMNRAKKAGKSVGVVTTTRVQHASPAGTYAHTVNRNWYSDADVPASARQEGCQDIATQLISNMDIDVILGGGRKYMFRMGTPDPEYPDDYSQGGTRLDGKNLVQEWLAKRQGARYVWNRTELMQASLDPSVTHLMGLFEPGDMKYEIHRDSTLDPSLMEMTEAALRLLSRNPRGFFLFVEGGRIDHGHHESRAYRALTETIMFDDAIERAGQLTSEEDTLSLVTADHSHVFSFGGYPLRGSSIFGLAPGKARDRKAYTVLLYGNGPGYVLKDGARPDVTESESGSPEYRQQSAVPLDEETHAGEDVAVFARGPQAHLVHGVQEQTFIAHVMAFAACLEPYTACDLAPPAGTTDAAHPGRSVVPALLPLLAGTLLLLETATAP
MT1-MMP txn act = MT1-MMP promoter reporter activation – cell-based, luciferase luminescence, primary screen | HT1080 MT1-MMP promoter luciferase reporter, overnight; stronger effect = higher value | activation factor at 10 µM | 0.16% of 86,000 active;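 active means activation factor of at least 2 for MT1-MMP transcription at 10 µM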
Plk1 PBD FP = Plk1 polo box domain binding inhibitors, primary screen, biochemical, fluorescence polarization | Serine/threonine-protein kinase PLK1 (Homo sapiens), P53350 | Plk1 PBD phosphopeptide binding | inhibition, %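 (tested at about 20 µM)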 | 0.13% of 97,000 active; in the data active means inhibition above about 34%, passing the limit was not always enough
PLK1 kinase inh = human PLK1 kinase inhibitors, primary screen, biochemical, TR-FRET | Serine/threonine-protein kinase PLK1 (Homo sapiens), P53350 | recombinant PLK1 kinase, TR-FRET peptide phosphorylation | inhibition, % at 10 µM | 0.53% of 97,000 active | AID 619, 2007;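 active means inhibition of 50% or more in the single-concentration screen; inactive means inhibition below 50%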;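 further: 0% = DMSO max control and 100% = H-89 dihydrochloride min control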
S1P2 agonist = S1P2 receptor agonists, primary screen, cell-based; Sphingosine 1-phosphate receptor 2 (Homo sapiens), O95136; S1P2-expressing cell line, agonist reporter read-out; activation, % at 4.5 µM; 0.46% of 97,000 active; in the data active means activation above about 16%;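 further: 0% = vehicle low control and 100% = maximal reference agonist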
Target sequence (O95136 whole entry, looked up): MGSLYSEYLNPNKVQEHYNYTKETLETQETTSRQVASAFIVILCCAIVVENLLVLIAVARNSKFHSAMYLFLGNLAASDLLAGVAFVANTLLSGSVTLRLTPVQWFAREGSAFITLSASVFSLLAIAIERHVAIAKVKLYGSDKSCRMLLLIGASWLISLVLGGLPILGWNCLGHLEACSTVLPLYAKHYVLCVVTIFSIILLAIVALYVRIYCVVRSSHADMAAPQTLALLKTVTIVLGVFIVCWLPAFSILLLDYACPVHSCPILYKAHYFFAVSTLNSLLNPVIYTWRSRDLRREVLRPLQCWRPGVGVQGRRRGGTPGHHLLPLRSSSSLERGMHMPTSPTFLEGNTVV
FAK inh = FAK kinase inhibitors, primary screen, biochemical. biochemical FAK kinase activity assay. inhibition, %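 (tested at 7 µM)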. AID 727, 2007. 0.84% of 97,000 active. Focal adhesion kinase 1 (Homo sapiens), Q05397; in the data active means inhibition above about 19%;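 further: 0% = DMSO and 100% = reference compound high control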
S1P2 blocker = human S1P2 receptor antagonists, primary screen, cell-based; 0.21% of 97,000 active; cell-based S1P2 antagonist assay, inhibition at 5 uM; AID 736, 2007; inhibition, % at 5 µM; in the data active means inhibition above about 45%;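 further: CRE beta-lactamase reporter cells expressing human S1P2 stimulated with S1P; 0% = agonist at EC80 alone and 100% = agonist plus reference antagonist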
Numbers without * were called inactive; x = not tested or not shown.

1) CC(=O)N1C(=O)N(C(C)=O)C2C1N(C(C)=O)C(=O)N2C(C)=O (stereo unspecified)
2) Cc1ccc(Oc2ncccc2/C=N/OCc2ccc(Cl)cc2Cl)cc1
3) CCOC(=O)CSc1nnc(Cc2ccccc2)n1CC1CCCO1 (stereo unspecified)
4) COc1ccc2nc(N3C(=O)CC(Cc4ccc(Cl)cc4)C3=O)sc2c1 (stereo unspecified)
5) O=c1[nH]n(-c2ccc(Cl)cc2)c(=O)c(Cl)c1Cl

| Screen / compound no. | 1 | 2 | 3 | 4 | 5 |
| --- | --- | --- | --- | --- | --- |
| HIV Rev-RRE inh | 5 | 16 | -1 | 5 | 8 |
| EphB4 antag | 2 | -7 | -2 | -5 | 5 |
| PLAP act | 1 | 1 | 1 | 1.3 | 1 |
| MT1-MMP txn act | 1.1 | x | 1.2 | x | x |
| Plk1 PBD FP | -14 | -11 | -17 | 5 | 16 |
| PLK1 kinase inh | 7 | -12 | 0 | -5 | -11 |
| S1P2 agonist | -4 | -1 | -7 | -4 | -6 |
| FAK inh | 0 | -3 | -2 | 0 | 2 |
| S1P2 blocker | 5 | 2 | -12 | -16 | 20 |

Brought forward from above: four entries, then new ones.
2) Cc1ccc(Oc2ncccc2/C=N/OCc2ccc(Cl)cc2Cl)cc1
3) CCOC(=O)CSc1nnc(Cc2ccccc2)n1CC1CCCO1 (stereo unspecified)
4) COc1ccc2nc(N3C(=O)CC(Cc4ccc(Cl)cc4)C3=O)sc2c1 (stereo unspecified)
5) O=c1[nH]n(-c2ccc(Cl)cc2)c(=O)c(Cl)c1Cl
6) COc1cc(NS(=O)(=O)c2ccc(NC(=O)COc3ccc(C)cc3)cc2)nc(OC)n1
7) CC(C)(C)C(=O)NCCN1CCN(C(=O)C(C)(C)C)CC1
8) CC(/C=N/Nc1nnc2c(n1)[nH]c1ccccc12)=C\c1ccco1
9) CC(=O)N1CCN(Cc2nc3cc(NS(C)(=O)=O)ccc3n2C)CC1
10) CCN(CC)C(=O)N1c2ccccc2C=Cc2ccccc21

| Screen / compound no. | 2 | 3 | 4 | 5 | 6 | 7 | 8 | 9 | 10 |
| --- | --- | --- | --- | --- | --- | --- | --- | --- | --- |
| HIV Rev-RRE inh | 16 | -1 | 5 | 8 | -3 | 2 | -1 | 1 | 5 |
| EphB4 antag | -7 | -2 | -5 | 5 | -9 | 1 | 0 | -1 | 3 |
| PLAP act | 1 | 1 | 1.3 | 1 | 1.7 | x | 1.4 | 1.4 | 0.8 |
| MT1-MMP txn act | x | 1.2 | x | x | 1.3 | 1.4 | 1.2 | 1.1 | 1.2 |
| Plk1 PBD FP | -11 | -17 | 5 | 16 | -25 | -8 | -29 | 14 | 12 |
| PLK1 kinase inh | -12 | 0 | -5 | -11 | 0 | -14 | 3 | -10 | -10 |
| S1P2 agonist | -1 | -7 | -4 | -6 | -6 | -4 | 2 | -3 | 4 |
| FAK inh | -3 | -2 | 0 | 2 | -3 | 2 | 2 | 2 | 9 |
| S1P2 blocker | 2 | -12 | -16 | 20 | -2 | 8 | 3 | -5 | -14 |

11) COC(=O)CN(c1ccc(F)cc1)S(=O)(=O)c1ccccc1
12) COC(=O)C1=C(C)NC(=O)C1(Nc1nccs1)C(F)(F)F (stereo unspecified)
13) CCN(CC)S(=O)(=O)c1cccc(C(=O)N[C@H](C(=O)OCC(=O)NC(=O)NC)C(C)C)c1
14) O=C(CN1C(=O)NC2(CCCC2)C1=O)NCCC1=CCCCC1
15) Cc1ccc(S(=O)(=O)Cn2nnnc2CN(Cc2ccco2)CC2CCCO2)cc1 (stereo unspecified)

| Screen / compound no. | 11 | 12 | 13 | 14 | 15 |
| --- | --- | --- | --- | --- | --- |
| HIV Rev-RRE inh | 1 | 3 | 5 | 0 | 9 |
| EphB4 antag | 4 | -6 | -3 | 16* | 6 |
| PLAP act | 0.9 | 1 | 1 | 0.8 | 1.4 |
| MT1-MMP txn act | 1.2 | 1.1 | 1.1 | 1.1 | 1.1 |
| Plk1 PBD FP | -7 | 22 | -4 | -3 | -1 |
| PLK1 kinase inh | -10 | -9 | 16 | -6 | -19 |
| S1P2 agonist | -3 | -4 | -6 | -11 | -5 |
| FAK inh | -2 | 1 | -3 | -3 | 4 |
| S1P2 blocker | -12 | 7 | 8 | 15 | 9 |

16) CCCCNC(=O)c1onc(CSc2cccc(Cl)c2)c1C(=O)O
17) C=CCNC(=S)N/N=C(\C)c1ccccn1
18) CCC(CC)C(=O)c1c[nH]c(C(=O)NCC2CCCO2)c1 (stereo unspecified)
19) Cc1ccc(/C=C(\NC(=O)c2ccc(C)cc2)c2nc(=S)[nH][nH]2)cc1
20) COc1cccc2cc(C(=O)CC3(O)C(=O)N(Cc4ccccc4)c4ccccc43)c(=O)oc12 (stereo unspecified)

| Screen / compound no. | 16 | 17 | 18 | 19 | 20 |
| --- | --- | --- | --- | --- | --- |
| HIV Rev-RRE inh | -1 | 1 | -3 | 3 | -1 |
| EphB4 antag | -2 | 13 | -6 | -1 | 3 |
| PLAP act | 1.1 | 1.5 | 1 | 1.3 | 1 |
| MT1-MMP txn act | x | 0.6 | x | x | x |
| Plk1 PBD FP | 18 | -22 | 7 | 9 | -23 |
| PLK1 kinase inh | -8 | 1 | -2 | -8 | -11 |
| S1P2 agonist | -3 | -5 | 0 | -3 | -4 |
| FAK inh | -8 | 1 | -3 | -7 | 1 |
| S1P2 blocker | -10 | 2 | -4 | -5 | 15 |

Pulled one by one from above:
16) CCCCNC(=O)c1onc(CSc2cccc(Cl)c2)c1C(=O)O
19) Cc1ccc(/C=C(\NC(=O)c2ccc(C)cc2)c2nc(=S)[nH][nH]2)cc1

| Screen / compound no. | 16 | 19 |
| --- | --- | --- |
| HIV Rev-RRE inh | -1 | 3 |
| EphB4 antag | -2 | -1 |
| PLAP act | 1.1 | 1.3 |
| MT1-MMP txn act | x | x |
| Plk1 PBD FP | 18 | 9 |
| PLK1 kinase inh | -8 | -8 |
| S1P2 agonist | -3 | -3 |
| FAK inh | -8 | -7 |
| S1P2 blocker | -10 | -5 |

Remaining list, next part.
21) COC(=O)C(Cc1ccccc1)NC(=O)CSc1nc(N)cc(=O)[nH]1 (stereo unspecified)
22) COCCn1nnnc1C(c1ccc(Cl)cc1)N1CCSCC1 (stereo unspecified)
23) Cc1cc(-n2c(SCC(=O)NCc3cccs3)nc3n[nH]c(C)c3c2=N)ccc1Cl
24) CCn1nc(CC(=O)Nc2ccc(-n3cnnn3)c(C)c2)c2ccccc2c1=O
25) Nn1c(Cc2cccc3ccccc23)nnc1SCn1nnc2ccccc2c1=O

| Screen / compound no. | 21 | 22 | 23 | 24 | 25 |
| --- | --- | --- | --- | --- | --- |
| HIV Rev-RRE inh | 8 | 1 | -1 | 5 | 3 |
| EphB4 antag | 2 | 4 | 3 | 2 | 1 |
| PLAP act | 1.1 | 1.4 | 1 | 0.9 | 1.6 |
| MT1-MMP txn act | 1.2 | 1.1 | 1.2 | 1.1 | 1.3 |
| Plk1 PBD FP | -20 | -4 | -16 | -25 | -18 |
| PLK1 kinase inh | -4 | -4 | -89 | -5 | -9 |
| S1P2 agonist | -4 | -6 | -13 | -7 | -6 |
| FAK inh | 4 | -2 | -18 | 4 | -1 |
| S1P2 blocker | 18 | 3 | 24 | 23 | 2 |

Four of the entries above in order of the S1P2 agonist value, highest first:
21) COC(=O)C(Cc1ccccc1)NC(=O)CSc1nc(N)cc(=O)[nH]1 (stereo unspecified)
22) COCCn1nnnc1C(c1ccc(Cl)cc1)N1CCSCC1 (stereo unspecified)
24) CCn1nc(CC(=O)Nc2ccc(-n3cnnn3)c(C)c2)c2ccccc2c1=O
23) Cc1cc(-n2c(SCC(=O)NCc3cccs3)nc3n[nH]c(C)c3c2=N)ccc1Cl

| Screen / compound no. | 21 | 22 | 24 | 23 |
| --- | --- | --- | --- | --- |
| HIV Rev-RRE inh | 8 | 1 | 5 | -1 |
| EphB4 antag | 2 | 4 | 2 | 3 |
| PLAP act | 1.1 | 1.4 | 0.9 | 1 |
| MT1-MMP txn act | 1.2 | 1.1 | 1.1 | 1.2 |
| Plk1 PBD FP | -20 | -4 | -25 | -16 |
| PLK1 kinase inh | -4 | -4 | -5 | -89 |
| S1P2 agonist | -4 | -6 | -7 | -13 |
| FAK inh | 4 | -2 | 4 | -18 |
| S1P2 blocker | 18 | 3 | 23 | 24 |

(listing goes on)
26) CCCS(=O)(=O)N1CCC(C(=O)NCCN2CCCC2)CC1
27) C=CCC(NC(C)c1ccccc1)c1ccco1 (stereo unspecified)
28) CC(C)Nc1nc(NC(C)C)nc(C(N)=O)n1
29) N#C/C(=C\c1cccc(Oc2ccc(C(F)(F)F)cc2[N+](=O)[O-])c1)c1nc2ccccc2[nH]1

| Screen / compound no. | 26 | 27 | 28 | 29 |
| --- | --- | --- | --- | --- |
| HIV Rev-RRE inh | 9 | 5 | 9 | 7 |
| EphB4 antag | 6 | 4 | 5 | -8 |
| PLAP act | 1.2 | 1.1 | 1.1 | 0.9 |
| MT1-MMP txn act | 1.1 | 1 | 1.1 | x |
| Plk1 PBD FP | -27 | -14 | -17 | -7 |
| PLK1 kinase inh | -12 | -15 | -9 | -6 |
| S1P2 agonist | -5 | -8 | -6 | -2 |
| FAK inh | -2 | 4 | 5 | 5 |
| S1P2 blocker | -11 | 11 | 9 | 11 |
